RAD52 anneal inh = RAD52 DNA annealing inhibitors, primary screen, biochemical, FRET, single point, set 2 | inhibition, % at 18.7 µM | hit rate 0.46% among 360,000 | recombinant RAD52 DNA annealing, FRET fluorescence | DNA repair protein RAD52 homolog (Homo sapiens), P43351;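 active = every replicate showing at least 50% inhibition; inconclusive = mean inhibition at least 50% but not in every replicate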
DENV2 CPE = inhibitors of DENV2 cytopathic effect, primary screen, cell-based, plate reader, single concentration. DENV2-infected cells, cytopathic effect rescue. CPE inhibition, % at 9.99 µM. hit rate 1.7% among 350,000; in the data active = CPE inhibition above about 20%, passing the limit was not always enough; inconclusive = no clear call, values can overlap the other calls; tested in BHK-21 cells;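 also: 0% = median of neutral control wells and 100% = median of positive control wells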
CASP6 VEID inh = human caspase-6 inhibitors, primary screen, biochemical, VEID-R110 fluorescence, single point, set 2. purified caspase-6, Z-VEID-R110 cleavage fluorescence. inhibition, % at 12.5 µM. hit rate 0.53% among 350,000. P55212. AID 686996, 2013;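 active = mean inhibition across replicates at least about 35%, with every replicate also reaching that limit, limit read from the data; inconclusive = only one of the two criteria met; inactive = neither criterion met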;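 also: 0% = median of neutral control wells and 100% = no fluorescence left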
Target sequence (P55212 24-179 limits assumed): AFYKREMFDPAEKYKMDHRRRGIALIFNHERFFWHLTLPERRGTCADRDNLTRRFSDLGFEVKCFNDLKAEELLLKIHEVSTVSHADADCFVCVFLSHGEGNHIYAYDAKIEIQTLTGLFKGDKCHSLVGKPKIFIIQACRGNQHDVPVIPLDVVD
Target sequence (P55212 194-293 limits assumed): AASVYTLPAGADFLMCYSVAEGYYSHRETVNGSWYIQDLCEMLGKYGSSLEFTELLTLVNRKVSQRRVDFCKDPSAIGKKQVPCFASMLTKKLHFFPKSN
GSIS activator = GLuc luminescence reporter in INS-1E cells, primary screen for activators of glucose-dependent secretion of insulin | hit rate 0.61% among 370,000 | INS-1E GLuc reporter insulin secretion, 2-3 h | AID 743287, 2014 | activation, % at 16.6 µM;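 active = lowest replicate activation of at least 40%, so every replicate reaches that level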;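 also: 0% = median of neutral control wells and 100% = median of IBMX positive control wells; some compounds called inactive have numbers as strong as hits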
E-sel inducer = E-selectin induction in HUVECs, primary screen, imaging, HUVEC, immunofluorescence imaging, single point. activation, % at 7.58 µM. normalized: neutral wells 0, TNF-alpha wells 100. P16581. hit rate 0.37% among 260,000;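 active = mean E-selectin-positive cell signal at least 10% of the positive control, reached in at least 60% of replicates, without over 20% cell loss; inconclusive = no rule given, readout overlaps actives, possibly toxicity-flagged; inactive = the rest, including those meeting only one limit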;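 also: in these data hits start at about 27%; measured in HUVEC primary endothelial cells; signal is the percent of cells scored E-selectin positive by PE staining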
Target sequence (P16581 whole entry, looked up): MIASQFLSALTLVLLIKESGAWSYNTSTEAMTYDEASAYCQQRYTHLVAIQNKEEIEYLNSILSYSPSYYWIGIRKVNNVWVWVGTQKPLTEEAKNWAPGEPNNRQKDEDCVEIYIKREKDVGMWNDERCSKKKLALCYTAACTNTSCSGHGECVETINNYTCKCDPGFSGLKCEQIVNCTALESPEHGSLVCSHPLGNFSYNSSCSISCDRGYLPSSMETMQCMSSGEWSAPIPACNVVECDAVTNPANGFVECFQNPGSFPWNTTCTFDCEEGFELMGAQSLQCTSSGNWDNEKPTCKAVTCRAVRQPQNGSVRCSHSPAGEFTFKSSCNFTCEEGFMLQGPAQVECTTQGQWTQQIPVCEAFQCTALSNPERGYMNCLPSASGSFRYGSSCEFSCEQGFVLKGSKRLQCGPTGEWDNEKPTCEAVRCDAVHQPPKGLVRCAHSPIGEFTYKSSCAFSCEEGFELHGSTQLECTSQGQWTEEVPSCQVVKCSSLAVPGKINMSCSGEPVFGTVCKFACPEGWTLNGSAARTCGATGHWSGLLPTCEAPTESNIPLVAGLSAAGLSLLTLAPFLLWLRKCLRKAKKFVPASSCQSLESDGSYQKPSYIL
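material = human umbilical vein endothelial cells (HUVEC), E-selectin induction | quantity = 3,000 cells/well | medium = EGM-2 growth medium on 0.1% gelatin-coated wells | technique = immunofluorescence imaging | read-out basis = % PE-positive cells | control set = TNF-alpha positive control, DMSO neutral control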
CFTR F508del cor = F508del CFTR correction, initial screen, CFBE line, single point; CFBE cells, YFP halide quenching; stimulated with forskolin plus potentiator P3; % fluorescence drop versus neutral controls; activity (quench increase), % at 7.58 µM; hit rate 0.36% among 350,000; AID 720511, 2013;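 active = mean added fluorescence quench of at least 8% versus neutral control, with both replicates also reaching 8%; inconclusive = only one of the mean or replicate conditions met; inactive = mean below 8% and not both replicates reaching 8%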;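 also: cells transiently co-express mutant CFTR-F508del with the halide-sensitive YFP; corrector assay measuring rescue of mutant channel to the surface after 24 h compound exposure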
Xi reactivation = activators of inactive X chromosome reactivation, primary screen, imaging, XiGFP fibroblasts, GFP high-content imaging, set 2; activation, % at 7.58 µM; AID 743238, 2013; XiGFP mouse fibroblasts, % GFP-positive cells imaging, 3 d; cells co-treated with 5-aza-dC sensitizer; scaled so ellipticine positive control = 100%; hit rate 0.055% among 360,000;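 active = mean normalized replicate activation at least 10% and every replicate at or above 10%; inconclusive = only one of the two criteria met; inactive = mean below 10% and not all replicates reach 10%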;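 also: 0% = median of on-plate neutral control wells and 100% = ellipticine 6 µM median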
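System: 68-5-11 XiGFP fibroblast line | Buffer or medium: DMEM containing 5-aza-dC | Compound: Single point | Times: Compounds 3 days, fix/stain 15 min at room temperature | Benchmarks: Positive control ellipticine, 6 µM final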
RAD54 inh = inhibitors of human RAD54 branch migration, primary screen, biochemical, fluorescence, single point. hit rate 0.14% among 360,000. RAD54 Holliday junction branch migration, FAM/BHQ fluorescence. DNA repair and recombination protein RAD54-like (Homo sapiens), Q92698. AID 602329, 2012. inhibition, % at 10.4 µM;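 active = mean normalized replicate activity at least 40 and at least half of replicates scoring 40 or more; inconclusive = only one of the two criteria met; inactive = mean below 40 and under half of replicates reaching 40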;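 also: 0% = median of neutral control wells and 100% = median of positive control wells; inhibitors cause a drop in the FAM fluorescence signal; in these data hits start at about 50%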
* hit, by the source's call; u = inconclusive; x = not tested or not shown. Outcome played no part in choosing rows, and some 3.7% of all compounds hit somewhere here.

SMILES	RAD52 anneal inh	DENV2 CPE	CASP6 VEID inh	GSIS activator	E-sel inducer	CFTR F508del cor	Xi reactivation	RAD54 inh
CCOc1ccc(N(CC(=O)NC2CCCCC2)S(=O)(=O)c2c(C)noc2C)cc1	-14	5	-3	-6	x	1.8	0.0	6
CN(CC(=O)Nc1ccc(N2CCOCC2)cc1)C(=O)CSc1ccccc1F	6	0	-9	3	-0.3	-3.3	0.6	-15
C[C@@H]1CN([C@@H](C)CO)C(=O)c2cc(NS(C)(=O)=O)ccc2O[C@@H]1CN(C)C(=O)Nc1ccc(F)cc1	12	-10	1	17	x	-3.4	0.1	14
COc1ccc(-c2cc(C(=O)NN)[nH]n2)cc1OC	12	x	0	34	4.0	-2.3	0.0	x
COc1ccc(C(CNC(=O)C(CC(C)C)NS(=O)(=O)c2ccc(C)cc2)N2CCOCC2)cc1 (stereo not given)	-10	-2	-1	-14	x	0.8	-0.1	-6
CCC(=O)Nc1nnc(SCCN2CCOCC2)s1	-6	-4	-4	8	x	-1.2	0.2	x
CN(C)c1ccc(S(=O)(=O)N2CCCCC2)cc1NC(=O)CN1C(=O)NC2(CCCC2)C1=O	11	-1	1	-9	-0.5	0.2	0.4	x
C[C@@H]1CN([C@H](C)CO)C(=O)c2cc(NS(=O)(=O)c3cccs3)ccc2O[C@H]1CN(C)Cc1ccncc1	-10	15	x	2	-0.2	0.1	0.0	4
CC(=O)c1ccc(OCC(=O)N(C)CC(=O)Nc2ccc(N3CCOCC3)cc2)cc1	-9	-1	2	x	0.4	-0.7	0.2	-4
C[C@@H]1CN([C@@H](C)CO)C(=O)c2cc(NC(=O)C3CC3)ccc2O[C@@H]1CN(C)C(=O)Nc1ccccc1	1	5	1	25	-9.6	-0.8	0.3	3
CCCCN(C)C(=O)c1nc2ccccn2c1CN1CCN(c2ccccn2)CC1	-12	1	0	-3	-0.3	-0.6	0.0	7
COc1cc(C)c(-c2[nH]ncc2-c2csc(C)n2)c(O)c1	6	4	1	11	x	-3.0	0.0	x
Cc1ccccc1COc1ccc(/C=N/NC(=O)c2nnn(-c3nonc3N)c2CN2CCC(C)CC2)cc1	-13	-4	-2	-7	x	-0.8	0.0	-6
Cc1ccc(S(=O)(=O)N(C)C[C@@H]2Oc3ccc(NS(=O)(=O)c4ccc(Cl)cc4)cc3C(=O)N([C@@H](C)CO)C[C@@H]2C)cc1	4	0	-2	-14	-7.2	1.2	0.4	x
CC1CCCCC1NC(=O)C1CC=CCC1C(=O)O (stereo not given)	x	x	x	-9	0.0	x	0.2	-8
Cc1ccc(C)c(N2CCN(C(=O)CCc3nc(-c4cccc(Br)c4)no3)CC2)c1	-10	-9	3	-3	0.8	-2.3	-0.1	4
COc1ccc(CCn2cnc(=O)c(C#N)c2C)cc1OC	-2	-4	-1	5	0.0	0.1	0.0	x
O=C(NCC[C@H]1CC[C@@H](NC(=O)C2CCOCC2)[C@H](CO)O1)Nc1ccc(Cl)cc1	17	14	-1	-5	-0.1	1.0	0.0	-3
CN1CCN(C(=O)C[C@@H]2CC[C@H]3[C@@H](COC[C@@H](O)CN3C(=O)Cc3ccccc3)O2)CC1	-1	-4	-13	-6	0.1	-0.5	0.1	-5
CN1C(C(=O)NCCc2cccs2)CC2Cn3c(nc4cc(Cl)c(Cl)cc43)C21 (stereo not given)	-29	80*	-1	-13	0.1	1.4	-0.6	6
CC(C)CC#Cc1ccc2c(c1)O[C@H](CN(C)Cc1cccnc1)[C@H](C)CN([C@@H](C)CO)S2(=O)=O	1	-7	-2	-26	0.2	1.8	-0.7	-5
CCOC(=S)SCC(=O)N1CCc2ccccc2C1C1C(=O)CC(C)(C)CC1=O (stereo not given)	-9	-5	0	-4	x	x	0.0	-13
CCCCc1nn(-c2cc(Cl)ccc2OC)c2c1C(=O)CC(C)(C)C2	-3	43*	1	-15	0.0	-2.3	0.0	-1
Cc1ccc(OCC(=O)Nc2ccncc2)cc1	-1	1	-3	12	-0.2	-2.3	0.1	0
Cc1c(NC(=O)COC(=O)c2cccn2C)c(=O)n(-c2ccccc2)n1C	-7	2	1	23	x	1.8	0.1	x
C[C@H](CO)N1C[C@H](C)[C@H](CN(C)C(=O)Nc2ccccc2)Oc2ccc(NC(=O)CCN3CCOCC3)cc2CC1=O	-6	-14	-2	22	1.2	0.8	0.0	5
COc1ccc(S(=O)(=O)N(C)C[C@@H]2Oc3ccc(NC(=O)CCCCCC(=O)Nc4ccccc4N)cc3CC(=O)N([C@@H](C)CO)C[C@H]2C)cc1	-8	-4	1	-9	1.5	0.9	-0.5	8
Cc1cc(C)c2c(CN3CCCC3)cc(=O)oc2c1	-12	6	1	x	0.0	-4.3	0.0	-10
CCN(C(=S)NC(=O)c1ccco1)c1cccc2ccccc12	-4	3	9	3	-1.1	0.5	-0.1	-5
O=C(COc1cccc(F)c1)NNC(=O)Cc1ccc(S(=O)(=O)N2CCOCC2)s1	-29	15	9	-6	x	-0.2	0.1	-6
COc1cccc(NC(=O)CN2C(=O)COc3ccc(S(=O)(=O)N4CCCCCC4)cc32)c1	-24	6	-1	-10	x	-1.5	0.0	1
N/C(=N\OC(=O)COc1ccc(Br)cc1Cl)c1cccnc1	-20	-2	-3	-2	2.6	x	-0.2	x
Cc1ccc(C(=O)OCC(=O)Nc2cc(Cl)ccc2C#N)o1	-5	-3	0	5	x	2.5	0.6	5
COc1ccc(OC)c(Nc2cc(C)nc3nc(C)nn23)c1	-11	-4	-1	14	1.3	-0.6	0.2	3
COc1cccc(N2CCN(C(=O)c3cccc(NC(=O)C4=C(C)OCCS4)c3)CC2)c1	-62	-1	2	x	x	-5.1	0.3	11
Cc1cccc(OCCOCCN2CCNCC2)c1C	x	x	x	-8	0.8	x	0.1	12
COc1cc2c(cc1OC)C(C1C(=O)CC(C)(C)CC1=O)N(C(=O)CCl)CC2 (stereo not given)	1	u	2	14	x	2.7	0.0	x
CCCNC(=O)[C@H]1[C@H](CO)[C@H]2Cn3c(ccc(-c4cccc(F)c4)c3=O)[C@H]2N1C(C)=O	9	-6	0	10	-0.4	0.5	0.2	7
N#CCCN(C(=O)Nc1ccccc1)C1CCCCC1	0	-4	-1	-5	-0.5	-1.2	0.1	1
CCOC(=O)c1c(C)[nH]c(C2=NNC(=Nc3ccccc3)SC2)c1C	-12	0	-2	5	x	x	0.1	-9
Cc1ccc(NC(=S)N2CCN(S(=O)(=O)c3ccccc3)CC2)cc1	-24	16	3	-21	-0.1	0.5	-0.1	-7
C[C@@H]1CN([C@H](C)CO)C(=O)c2cccc(N(C)C)c2O[C@H]1CN(C)Cc1ccc(C(=O)O)cc1	12	11	3	22	-6.7	-1.3	-0.3	-11
OC1(c2cccs2)CN(c2ccccc2)C2=[N+]1CCCC2 (stereo not given)	1	-2	1	17	4.1	0.0	-0.1	-16
CCn1cc(C(=O)NCCc2ccc(Cl)cc2)c(=O)c2ccc(C)nc21	-14	-6	x	17	8.1	0.3	0.0	x
COc1cc2c(cc1OC)C(C)N(S(=O)(=O)c1ccc(Cl)nc1)CC2 (stereo not given)	-7	8	1	21	x	3.1	0.1	0
NC(=O)c1ccc(NC(=O)CSc2nnc(C3CCCCC3)n2N)cc1	-10	8	4	1	x	0.7	0.0	2
CC(=O)N(C)C[C@@H]1Oc2cc(C#Cc3cccnc3)ccc2S(=O)(=O)N([C@H](C)CO)C[C@@H]1C	4	2	-2	33	0.6	-0.2	-0.9	-4
CC(C)(C)OC(=O)N1Cc2ccccc2C[C@H]1C(=O)N1CCC[C@H]1C(=O)O	-4	5	1	-5	0.3	-3.6	-0.1	-10
O=C(N/C(=C\c1cccs1)C(=O)N1CCCCCC1)c1ccccc1	-5	x	-2	-4	x	0.6	x	-1
C[C@@H]1CN([C@H](C)CO)C(=O)Cc2cc(NS(=O)(=O)c3ccccc3)ccc2O[C@@H]1CN(C)S(=O)(=O)c1ccc(F)cc1	x	3	x	-27	-0.4	1.6	0.0	-1
CSc1nc2ncc(C(=O)O)c(N)n2n1	-4	6	0	7	x	3.5	0.0	-1
CCOc1ccc(C(=O)OCC(=O)NCc2ccccc2)cc1OCC	6	4	-2	27	x	1.1	0.0	8
COc1ccc(C)cc1N(CC(=O)N1CCc2ccccc2C1)S(C)(=O)=O	5	-5	2	8	x	2.1	0.0	x
O=S(=O)(c1ccccc1)N1CCCCN2[C@@H](CO)[C@H](c3ccc(-c4cncnc4)cc3)[C@@H]2C1	6	-5	-2	1	-0.5	3.0	-0.1	-3
CN(C)C(CNC(C(=O)Nc1ccc([N+](=O)[O-])cc1Br)c1ccccc1)c1ccccc1 (stereo not given)	4	-5	0	-12	0.3	2.7	0.0	x
CC(OC(=O)C1CCCCC1)C(=O)Nc1cccc([N+](=O)[O-])c1 (stereo not given)	-3	-3	2	x	1.3	-0.6	0.0	-8
O=C(CNC(=O)c1ccco1)OCc1ccccc1Cl	-16	u	1	-10	0.0	1.3	0.0	-3
CCCCCCNC(=O)CC(NS(=O)(=O)c1ccc(OC)cc1)C(C)C (stereo not given)	-4	13	-3	x	x	-0.6	0.0	x
COc1cccc(-c2ccc3c(c2)O[C@@H](CN(C)C(=O)C2CCCCC2)[C@@H](C)CN([C@H](C)CO)S3(=O)=O)c1	-13	7	-1	-22	-0.1	-5.1	-0.1	0
COc1ccccc1-c1ccc2n(c1=O)C[C@@H]1[C@@H](CO)[C@H](C(=O)N(C)C)[C@H]2N1C(=O)c1cccnc1	-1	9	1	-2	-0.2	0.6	0.0	-26

As a working copy, 2 of the compounds above.
SMILES	RAD52 anneal inh	DENV2 CPE	CASP6 VEID inh	GSIS activator	E-sel inducer	CFTR F508del cor	Xi reactivation	RAD54 inh
CCOc1ccc(C(=O)OCC(=O)NCc2ccccc2)cc1OCC	6	4	-2	27	x	1.1	0.0	8
COc1ccc(C)cc1N(CC(=O)N1CCc2ccccc2C1)S(C)(=O)=O	5	-5	2	8	x	2.1	0.0	x

(further entries)
SMILES	RAD52 anneal inh	DENV2 CPE	CASP6 VEID inh	GSIS activator	E-sel inducer	CFTR F508del cor	Xi reactivation	RAD54 inh
Cc1ncc([N+](=O)[O-])n1CC(=O)Nc1ccc(F)c(F)c1	-14	35*	-1	16	0.0	-1.1	0.0	3
OC[C@@H]1CN(Cc2ccco2)C[C@H](n2cnc3c(NCc4ccncc4)ncnc32)O1	-28	-2	2	16	0.2	-3.5	-0.2	3
NC(=O)c1cc(-c2ccccc2)sc1NC(=O)CN1CCCCC1	9	6	-5	-10	x	1.5	0.4	x
COc1ccccc1C(=O)Nc1ccc(Br)c2cccnc12	-12	-4	0	2	x	-0.7	0.0	-16
CC(C(=O)c1c[nH]c(C(=O)N=CN(C)C)c1)c1ncc(C(F)(F)F)cc1Cl (stereo not given)	-12	-2	-1	8	x	-2.3	0.0	x

Bioassay records deposited in PubChem BioAssay by Broad Institute.
